FLuc act counter = FLuc activators, initial screening, artefact control for FLuc-dependent activation tests, biochemical, ATPlite luminescence. activation factor at 10 µM. Luciferin 4-monooxygenase (Photinus pyralis), P08659. ATPlite luciferase biochemical, 10 min; 0 = ATP-free wells, 1 = DMSO control. 200,000 tested, under 10 active;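 active = luciferase activation factor, scaled between plate controls, of at least 2 with compound at 10 µM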
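Assay system: Luciferase/luciferin detection reagent, cell-free biochemical luciferase assay / Read-out: luciferase activation / Benchmarks: No-ATP low control, compound-free enzyme-plus-ATP high control / Medium: PBS buffer for ATP / Detection: luminescence measurement of luciferase light output / Schedule: 10 min at ambient temperature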
TNAP inh hi DEA = human TNAP enzyme inhibitors, primary screen, biochemical, luminescent, high phosphate acceptor level, uHTS; AID 1135, 2008; inhibition, % at 20 µM; purified TNAP, CDP-star luminescence, 1 M DEA; 200,000 compounds, 0.03% hits;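 active = over 50% inhibition of tissue-nonspecific alkaline phosphatase at 20 µM in the single-dose screen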;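 also: plate controls were DMSO wells for no effect and EDTA-quenched wells as full inhibition for full effect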
Target sequence (P05186 whole entry, looked up): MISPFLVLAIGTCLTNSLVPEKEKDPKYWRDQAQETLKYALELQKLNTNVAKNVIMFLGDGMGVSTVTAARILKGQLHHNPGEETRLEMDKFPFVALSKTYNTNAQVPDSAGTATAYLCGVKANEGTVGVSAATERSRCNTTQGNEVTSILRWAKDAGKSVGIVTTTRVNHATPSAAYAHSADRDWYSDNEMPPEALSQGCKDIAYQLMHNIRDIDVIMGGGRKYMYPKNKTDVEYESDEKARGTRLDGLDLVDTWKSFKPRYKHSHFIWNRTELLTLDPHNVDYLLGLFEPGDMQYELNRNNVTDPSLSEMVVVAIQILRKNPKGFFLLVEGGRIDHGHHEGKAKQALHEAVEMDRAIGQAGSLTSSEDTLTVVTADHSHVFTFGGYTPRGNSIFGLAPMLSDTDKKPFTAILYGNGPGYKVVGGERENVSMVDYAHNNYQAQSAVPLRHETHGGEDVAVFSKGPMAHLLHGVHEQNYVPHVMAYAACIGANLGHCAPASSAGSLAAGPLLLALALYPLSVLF
TNAP inh noacc = human TNAP enzyme inhibitors, primary screen, biochemical, luminescent, no phosphate acceptor, uHTS; Alkaline phosphatase, tissue-nonspecific isozyme (Homo sapiens), P05186; purified TNAP, CDP-star luminescence, 30 min; inhibition, % at 20 µM; 200,000 compounds, 0.26% hits; AID 1012, 2008;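 active = tissue-nonspecific alkaline phosphatase inhibition above about 50% at 20 µM in the single-dose screen, limit read from the data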;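 also: 0% = DMSO negative control and 100% = EDTA positive control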
PMI activator = activators of human PMI, primary screen, biochemical, fluorescence intensity, near-Km mannose 6-phosphate; 190,000 compounds, 0.005% hits; activation factor at 20 µM; purified human PMI, coupled resazurin fluorescence, 20 min; hits give high values; 1 = vehicle control, 0 substrate-free wells;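 active = activation factor of 2 or more at 20 µM, relative to plate controls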
Target sequence (P34949 whole entry, looked up): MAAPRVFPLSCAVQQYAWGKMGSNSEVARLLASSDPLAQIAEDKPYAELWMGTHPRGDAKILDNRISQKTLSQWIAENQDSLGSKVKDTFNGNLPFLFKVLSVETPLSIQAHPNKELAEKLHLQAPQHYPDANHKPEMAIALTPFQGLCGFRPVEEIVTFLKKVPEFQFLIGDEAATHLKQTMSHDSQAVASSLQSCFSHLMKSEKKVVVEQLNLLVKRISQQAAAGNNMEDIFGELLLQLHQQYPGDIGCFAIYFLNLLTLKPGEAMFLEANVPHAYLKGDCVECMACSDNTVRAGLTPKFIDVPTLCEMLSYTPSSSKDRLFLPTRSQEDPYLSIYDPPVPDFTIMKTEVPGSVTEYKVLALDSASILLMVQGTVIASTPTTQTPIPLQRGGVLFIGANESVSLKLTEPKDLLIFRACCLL
bIAP act = bovine intestinal alkaline phosphatase activators, primary screen, biochemical, bovine IAP, CDP-star luminescence; alkaline phosphatase, intestinal [Bos taurus]; purified bovine IAP, 30 min; hits give high values; fold of DMSO-control signal, blank-subtracted; activation factor at 20 µM; 200,000 compounds, 0.17% hits; AID 1016, 2008;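 active = activation factor of 2 or more at 20 µM, a signal rise over negative controls twice the positive control's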
PMI act hi M6P = human PMI activators, high substrate, primary screen, biochemical, fluorescence intensity, near-saturating mannose 6-phosphate; Mannose-6-phosphate isomerase (Homo sapiens), P34949; coupled PMI enzyme assay, resazurin fluorescence, 20 min; hits give high values; 1 = untreated enzyme, 0 = substrate-free blank; activation factor at 20 µM; 190,000 compounds, 0.34% hits; AID 1216, 2008;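 active = activation factor of 2 or more at 20 µM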
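Test system – human PMI in coupled enzyme assay · Timing – 20 min incubation at room temperature · Detection – Diaphorase-driven resazurin-to-resorufin fluorescence, excitation 544, emission 590 nm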
TNAP act hi DEA = TNAP activators at high phosphate acceptor level, primary screen, biochemical, luminescence, uHTS; AID 1136, 2008; 200,000 tested, under 10 active; activation factor at 20 µM; purified TNAP, CDP-star luminescence, 1 M DEA, 30 min; hits give high values; 0 = EDTA background, 1 = DMSO-only activity;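 active = activation factor at least 2 at 20 µM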
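Test system – human TNAP · Doses – 20 µM single point · Incubation – 30 min, room temperature · Signal – luminescent substrate turnover signal · Read-out basis – activation factor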
FLuc inhib CS = firefly luciferase enzyme inhibitors, primary screen, artefact control for luciferase-based inhibitor screens, biochemical, luminescence, ATPLite; Luciferin 4-monooxygenase (Photinus pyralis), P08659; 10 min; inhibition, % at 10 µM; 200,000 compounds, 1.5% hits; AID 1006, 2008;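 active = inhibition above about 50% when tested at 10 µM, limit read from the data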
APP 5'UTR act = activators of APP 5'UTR luciferase reporter, primary screen, SH-SY5Y cells; activation, % at 2 µM; SH-SY5Y APP 5'UTR luciferase reporter, luminescence; zero percent = DMSO vehicle wells; 190,000 compounds, 1% hits;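 active = activation above a set limit, based on mean plus 3 SD of controls, cut at about 140% in these data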; also: values of inactives mirror those of a sister screen read the other way
NF-kB expr up = activators of NF-kB expression in neurons, primary screen, cell-based, HTS; human neuronal cells, NF-kB reporter expression; hits give high values; fold change at 12.5 µM; 190,000 compounds, 1.6% hits; in the data active = fold change above about 3.3
* hit, by the source's call; nt = no result given; & = joins results of further samples.

SMILES	FLuc act counter	TNAP inh hi DEA	TNAP inh noacc	PMI activator	bIAP act	PMI act hi M6P	TNAP act hi DEA	FLuc inhib CS	APP 5'UTR act	NF-kB expr up
Cc1ccc(C)c(N=Nc2ccc(O)c3ncccc23)c1	0.6	30.0	13.3	1	0.7	0.5	0.7	41.5	-33.2	0.56
[O-][n+]1onc2c1CCc1c-2nc(-c2ccccc2)n1OCc1ccccc1	1	-2.7	-10.0	0.9	0.9	0.9	1	-4.2	8.5	1.15
S=c1nc(C2CC2)[nH]c2ccccc12	1	0.2	-6.4	1	0.9	1.2	1	-1.9	10.4	0.89
CCCC(=O)Oc1c(S(=O)(=O)c2ccc(C)cc2)c(C)nn1C(C)(C)C	1	-0.6	-2.5	1	1	1	1	-4.9	-7.7	1.04
Cc1ccc(NC(=O)C(C)c2cccc(C(=O)c3ccccc3)c2)cc1O (stereo not drawn)	1	-2.6	-1.8	0.9	1.1	0.8	1	-4.3	-7.7	0.99
Cc1cc(OCC(=O)Nc2ccc(F)c(F)c2)nc(C(C)C)n1	1	3.3	-0.5	0.9	0.7	1	1	1.5	-7.5	0.99
CCOC(=O)c1cccc(NC(=O)CSc2nnnn2C)c1	1	-3.9	1.3	1.1	0.9	1	1	-4.8	21.1	1.18
COC(=O)c1ccc2c(=O)n(CCCCCC(=O)NCc3ccccc3)c(=O)[nH]c2c1	1	-8.8	-11.4	1	1	1	1.1	-2.2	3.2	1.16
O=C(c1cccc(Cl)c1)N1CCN(c2ncnc3c2cnn3-c2ccccc2)CC1	1.1	-4.8	-5.2	1	1.2	0.9	1	-9.1	-1.8	0.79
CCOc1ccc(C(=O)CN2CCN(S(=O)(=O)c3ccc(Br)cc3)CC2)cc1	1.1	-7.0	1.1	1.3	0.9	1.7	1.1	-8.6	5.2	1
COC(=O)c1sc(-c2ccccc2)cc1NC(=O)C1CC1	1	-3.6	-0.1	1	0.9	1	1	2.0	12.8	0.97
COCCCn1c(SCc2ccc(OC)cc2)nc2cc(OC)c(OC)cc2c1=N	1.1	-3.3	-9.4	0.9	1	0.9	1	-9.2	-2.5	0.93
O=C(NCCNC(=O)c1cccs1)c1ccco1	1.1	-0.7	-4.6	0.9	1	0.9	1	-5.3	12.2	1.23
COc1ccc(N(C)C2=NS(=O)(=O)c3ccccc32)cc1	1	-1.1	-3.6	1	0.9	1	1	1.2	nt	1.45
O=C(Nc1ccc(-c2cn3ccccc3n2)cc1)c1ccco1	0.1	0.1	-3.0	1	1	1	1	86.2*	121.5	2.35
COc1ccc(OC)c(-c2c[n+](=O)c3c(n2[O-])CCCC3)c1	1.1	-4.8	-9.6	1.1	0.9	1.1	1	-7.9	-0.5	1.05
CC(=O)CSc1nnc(NC(=O)CCc2ccccc2)s1	1	-5.5	-17.1	0.9	0.9	1	1.1	-4.7	-14.8	1.09
NC(=O)c1ccc(Oc2cccc3cccnc23)c([N+](=O)[O-])c1	1	-2.6	-0.5	0.9	0.9	0.5	1	-3.1	14.6	0.85
CCOc1ccccc1NC(=O)NC1(C(=O)N2CCN3CCCC3C2)CCCCC1 (stereo not drawn)	1	-3.6	-21.8	1.1	1.7	1.1	1	-3.5	2.7	0.99
COC(=O)c1ccccc1N1C(=O)C2C(C1=O)C1C=CC2C12CC2 (stereo not drawn)	1.1	-7.3	-13.0	1	0.9	1	1.1	-6.9	4.5	0.9
Cc1ccc(C(=O)c2c[nH]c3c(F)cc(F)cc3c2=O)cc1	1	0.2	-2.2	0.8	1	0.9	1	0.9	-1.4	1.15
COC(=O)c1ccccc1NC(=O)CN1CCN(C23CC4CC(CC(C4)C2)C3)CC1	1.1	-8.3	0.1	1	1.1	1	1.1	-7.6	-1.4	0.83
O=C(Nc1ccc(O)cc1)c1cc(S(=O)(=O)N2CCCC2)ccc1Cl	1	-7.1	-11.9	0.9	0.9	0.9	1.1	-3.7	-7.4	1.88
C#CCOCCOCCOCCNc1nc(N2CCN(C(=O)[C@H]([C@@H](C)CC)n3cc(CCCN=C(N)N)nn3)CC2)nc(N2CCN(C(=O)[C@H]([C@@H](C)CC)n3cc(CCCN=C(N)N)nn3)CC2)n1	1	-6.0	-19.8	1.4	0.7	1.2	1.1	-1.2	9.4	1.16
Cc1ccccc1OCC(=O)NCCN1CCCC1	1	-0.7	-4.2	1.1	1	1.1	1	0.9	-3.7	1.18
COCc1ccc(C(=O)N2CCCC(C(=O)c3cccc(C(F)(F)F)c3)C2)o1 (stereo not drawn)	1	-5.1	-13.3	0.9	1	1	1.1	-1.4	6.1	1.26
COCCn1c(C)cc(C2=NNC(=Nc3ccc(OC)cc3)SC2)c1C	1	-0.2	-7.5	1.1	1.1	1	1	-1.7	-7.4	0.85
CC(C)Oc1ccc(/C=C(/NC(=O)c2ccccc2)C(=O)NCCC(=O)O)cc1	1.1	-3.6	-8.1	nt	1	nt	1	-7.5	2.2	1.23
COC(=O)c1ccc(NC(=O)CCN2CCCCC2)cc1	1&1.1	-2.1&-4.0	-2.1&-11.6	1&0.9	1&0.9	1&0.9	1&1	1.2&-6.1	31.1&-2.3	1.06&0.88
Cc1ccsc1C(=O)OCC(=O)N1CC(=O)Nc2ccccc21	1	-6.0	-15.6	1.1	1.1	1	1.1	0.0	3.2	0.98
O=C(c1ccccc1NS(=O)(=O)c1ccc(F)cc1)N1CCc2ccccc21	1.1	-6.5	-12.7	1	0.9	0.9	1.1	-5.5	-11.1	1.01
C=CCNc1nc(SC)nc2ccsc12	1.1	-2.9	-8.8	1	0.8	0.9	1	-6.6	-11.4	0.98
O=C(N/N=C/c1ccc(OCC(=O)N2CCOCC2)cc1)c1ccccc1Cl	1	-5.0	-10.4	1	1	0.9	1.1	1.8	15.7	0.78
CN(C(=O)CC(=O)Nc1ccc(Cl)c(Cl)c1)c1ccccc1	1	-2.7	-6.3	0.9	1.1	0.9	1	0.7	6.3	1.17
O=C(N/N=C1\CCCc2ccccc21)c1ccc([N+](=O)[O-])cc1Cl	0.9	8.8	-2.0	1.1	1.1	1.1	0.9	8.1	-9.2	1.17
CCN(CC)CC(=O)Nc1c(Br)ccc2c1OCO2	1.1	-2.8	7.7	1.1	0.9	1.1	1	-8.0	7.8	1.15
Cc1ccc(C#N)c(SCC(=O)Nc2nccs2)n1	0.9	-3.6	-9.5	0.9	1.2	0.9	1	11.6	175.0*	2.39
CN(C)S(=O)(=O)c1cccc(NC(=O)COC(=O)/C=C/c2ccco2)c1	1	-0.8	-14.6	1.1	0.9	1.2	1	1.6	21.5	0.94
CCCn1c(SCC(=O)Nc2cccc(NC(C)=O)c2)nnc1C(C)C	1	-5.9	-14.7	1	1	1	1.1	-4.2	-4.6	1.29
CC1=NN(c2ccc(N)cc2)C(=O)C1	1.1	-3.6	-24.5	1.6	0.9	2*	1	-5.3	-5.9	1.04
CCCCN(C)CCCNC(=O)C1CC(=O)N(Cc2ccc(OC)cc2)C1 (stereo not drawn)	1.1	-1.6	-11.0	1	1	1	1	-8.4	-0.5	0.86
COc1cc2c(cc1OC)C(c1ccccc1)N(C(=O)c1ccco1)CC2 (stereo not drawn)	1	-0.3	-9.2	0.9	1.1	0.9	1	-0.5	1.9	1.32
COc1ccc(Cc2nc(-c3ccc(Br)o3)no2)cc1OC	1.1	-7.0	16.4	0.9	0.9	0.8	1.1	-7.8	23.5	1.3
Cc1cc(SCC(=O)N/N=C/c2ccc(O)c(O)c2O)c(C)cc1Br	1	6.2	-48.3	0.2	1.3	0.3	0.9	2.9	-5.9	2.77
CCc1ccc(C(=O)N/N=C/c2ccc(Cl)cc2Cl)nc1	0.8	-2.2	-73.6	0.9	0.8	1	1	15.4	-2.3	1.12
COC(=O)c1ccccc1COn1c(=O)c[n+]([O-])c2ccccc21	1.1	0.7	-9.3	1.2	0.9	1.3	1	-10.4	2.9	0.92
CC(C)CC(NC(=O)C(NC(=O)OC(C)(C)C)C(C)C)C(=O)NC(CCC(=O)OCc1ccccc1)C(N)=O (stereo not drawn)	1	-3.7	-14.4	1.2	0.8	1.2	1	-4.9	6.7	1
CCOc1cc(/C=C2/N=C(C)C(C(=O)OC)=C2O)ccc1O	1	37.3	35.1	0.9	0.4	0.7	0.6	-1.4	-15.7	1.14
COc1cc(CNC2CCCCC2OC)cc(OC)c1 (stereo not drawn)	1.1	-1.2	-0.6	1	1.1	1	1	-6.2	8.4	0.97
Cc1cc(C)c(NC(=O)Cn2cnc3c(oc4ccccc43)c2=O)c(C)c1	1.1	-3.8	-0.7	1.1	1.2	1.1	1	-7.0	25.4	0.99
O=C(CN1CCN(CCC(=O)Nc2ccccc2F)CC1)Nc1ccc(Cl)cc1	1	-5.9	-4.0	0.9	1	1	1.1	2.2	12.5	1.56
CCCNS(=O)(=O)c1ccc(CCC(=O)NCC2CCCO2)cc1 (stereo not drawn)	1	0.9	-4.1	0.9	1.2	0.9	1	-3.5	2.8	0.94
Cc1ccc2nc(-c3ccc(NC(=O)Cc4cccs4)cc3)[nH]c2c1	0.9	-3.1	-9.3	1	0.9	1.1	1	10.9	108.7	2.23
CCCn1c(SCC(=O)N2CCCCC2)nnc1-c1ccccn1	1	-2.3	-13.2	1	1	1.1	1	-3.7	-5.4	1.09
NC(=O)c1ccccc1NC(=S)NC(=O)c1ccc(Br)o1	0.9	1.9	5.9	1	1.3	1	1	6.5	-14.8	1.74

Bioassay records from PubChem BioAssay.
